ABHD4 inh = ABHD4 (mouse) inhibition, primary FP screen; Q8VD66; inhibition, % at 8.92 µM; purified mABHD4, FP-Rh probe fluorescence polarization; actives 0.54% (n = 370,000);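 active = inhibition exceeding the mean over every tested compound plus 3 SD, cut at about 30% in these data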;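 also: 0% = plate median of compound wells and 100% = S159A mutant with DMSO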
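Doses – 8.92 µM, single dose · Material – wild-type mouse ABHD4 protein · Replication – single well per compound (singlicate) · Measure – percent inhibition of probe binding, normalized to plate controls · Schedule – 45 min compound pre-incubation plus 60 min probe step, 25 °C · Detection – fluorescence polarization with parallel and perpendicular emission, 525/598 nm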
TDP2 absorb = blocks human TDP2 phosphodiesterase activity | O95551 | recombinant TDP2, T5PNP hydrolysis, p-nitrophenol absorbance 415 nm | inhibition, % at 12.8 µM | actives 0.34% (n = 370,000) | AID 720702;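 active = inhibition above the mean of all tested compounds plus 3 SD, set per campaign, cut at about 25% in these data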;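 also: 0% = DMSO with enzyme and 100% = buffer with substrate but no TDP2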
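System – recombinant human TDP2 · Amount – 120 nM TDP2 per well · Buffer or medium – Mg2+-containing Tris-HCl buffer, pH 7.5 · Reagent – T5PNP substrate, 5 mM · Dosing – 12.8 µM single point, 1% DMSO · Incubation – 2 h at 37 °C · Measured by – epi absorbance · Read-out basis – percent inhibition · Benchmarks – high control without enzyme, low control DMSO plus TDP2 · Repeats – singlicate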
MBD2 DNA inh = MBD2-methylated oligo binding inhibition; Q9UBB5; TR-FRET, MBD2 binding to methylated oligonucleotide; inhibition, % at 4.4 µM; actives 0.31% (n = 370,000); AID 686964; in the data active = inhibition above about 13%
HTRA1 inhibitor = inhibitors of human serine peptidase HTRA1 | Q92743 | recombinant HTRA1, FP-rhodamine activity-based probe, fluorescence polarization | inhibition, % at 5.96 µM | actives 0.5% (n = 340,000) | AID 504803; in the data active = inhibition above about 36%;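 also: 0% = enzyme with DMSO and 100% = wells lacking enzyme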
Target sequence (Q92743 whole entry, looked up): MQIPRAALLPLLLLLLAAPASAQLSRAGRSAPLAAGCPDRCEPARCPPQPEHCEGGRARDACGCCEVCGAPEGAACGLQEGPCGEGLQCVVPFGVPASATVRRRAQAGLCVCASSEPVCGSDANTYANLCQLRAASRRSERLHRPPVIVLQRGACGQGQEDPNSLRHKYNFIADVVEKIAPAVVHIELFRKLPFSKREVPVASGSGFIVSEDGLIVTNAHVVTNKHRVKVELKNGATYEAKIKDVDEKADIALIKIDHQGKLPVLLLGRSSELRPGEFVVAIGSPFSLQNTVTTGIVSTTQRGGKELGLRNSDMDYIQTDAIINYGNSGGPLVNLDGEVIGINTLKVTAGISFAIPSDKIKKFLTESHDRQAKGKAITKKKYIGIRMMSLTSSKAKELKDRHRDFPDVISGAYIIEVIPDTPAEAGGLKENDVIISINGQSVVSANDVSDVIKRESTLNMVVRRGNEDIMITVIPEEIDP
LEDGF integ inh = blocks HIV-1 LEDGF/p75-dependent DNA integration; AID 743269; actives 0.64% (n = 370,000); TR-FRET IN-LEDGF/p75 DNA integration, Eu/Cy5; inhibition, % at 3.7 µM;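 active = inhibition above the screen-wide mean plus 3 SD, cut at about 13% in these data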;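 also: signal is the Cy5 over europium emission ratio at 671 and 618 nm; 0% = plate median of compound wells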
SIAE inh = blocks human sialic acid acetylesterase; AID 1053197; inhibition, % at 9.66 µM; actives 0.69% (n = 370,000); Q9HAT2; SIAE FP-Rh probe binding, fluorescence polarization;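 active = inhibition above a cutoff: mean of compounds within the control limits plus 3 SD of those, cut at about 17% in these data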;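 also: 0% = plate median of compound wells and 100% = probe without SIAE protein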
rCAG RNA binder = r(CAG) repeat RNA binding; TO-PRO-1 dye displacement fluorescence; actives 1.3% (n = 370,000); inhibition, % at 3 µM; AID 651821;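 active = inhibition above the plate cutoff, the mean of all test compounds on that plate plus 3 SD, cut at about 35% in these data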;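 also: 0% = DMSO alone and 100% = 100 µM mitoxantrone as full dye displacement; higher means more dye released from RNA so lower well fluorescence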
TCR-CD3 inh = human TCR-CD3 binding inhibition. TAMRA-labeled TCR probe fluorescence, biochemical. inhibition, % at 9.4 µM. actives 0.37% (n = 360,000); in the data active = inhibition above about 19%;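 also: recombinant mutant TCR 2C K166C tagged with TAMRA read by polarization; 0% = receptor in buffer alone and 100% = receptor with positive control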
PRMT1 inh = inhibitors of human PRMT1 | inhibition, % at 2.79 µM | Q99873 | AID 652257 | recombinant PRMT1, activity-based probe fluorescence polarization | actives 1.3% (n = 370,000);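 active = inhibition above about 21% made by adding two undisclosed values, limit read from the data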
Target sequence (Q99873 whole entry, looked up): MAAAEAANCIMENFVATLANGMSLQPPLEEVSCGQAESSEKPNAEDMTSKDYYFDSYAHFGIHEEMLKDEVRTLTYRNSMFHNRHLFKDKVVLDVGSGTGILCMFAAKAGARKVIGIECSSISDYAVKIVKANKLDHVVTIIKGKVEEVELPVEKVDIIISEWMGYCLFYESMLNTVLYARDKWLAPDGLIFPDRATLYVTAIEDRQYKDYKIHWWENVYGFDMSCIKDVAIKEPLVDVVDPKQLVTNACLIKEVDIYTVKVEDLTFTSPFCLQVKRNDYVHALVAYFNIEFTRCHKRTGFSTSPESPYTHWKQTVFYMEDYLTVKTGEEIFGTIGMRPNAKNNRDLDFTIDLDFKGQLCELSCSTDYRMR
NPR2 activator = GC-B (human) receptor activation; activation, % at 10 µM; HEK293-GC-B cells, CNP EC30, cGMP TR-FRET; 0% at EC30 CNP, 100% saturating CNP; AID 1920062; actives 0.11% (n = 370,000);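 active = activation at 10 µM reaching about 35% in either raw or pattern-adjusted values, limit read from the data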
* marks the source's active call; other numbers are inactive results; . = not tested or not shown. These rows are one share of the data; rates above refer to the full screens.

SMILES	ABHD4 inh	TDP2 absorb	MBD2 DNA inh	HTRA1 inhibitor	LEDGF integ inh	SIAE inh	rCAG RNA binder	TCR-CD3 inh	PRMT1 inh	NPR2 activator
O=C(COc1ccc2c3c(c(=O)oc2c1)CCCC3)N1CCN(c2ccc(F)cc2)CC1	-1	14	-2	0	1	-3	0	6	1	0
COCCSc1nnc(NC(=O)CS(=O)(=O)c2ccc(C)cc2)s1	1	2	-3	-3	-1	6	7	2	0	6
O=C(Cc1c(F)cccc1Cl)Nc1ccc(S(=O)(=O)NCC2CCCO2)cc1 (stereo unspecified)	5	7	0	-7	-1	7	-1	0	-1	2
O=c1c2nnn(Cc3ccccc3)c2ncn1C/C=C/c1ccccc1	-2	0	-6	-16	0	4	0	-8	0	6
COc1ccc(C(=O)CSc2nnc(-c3ccco3)c(-c3ccco3)n2)cc1	19	11	3	37*	15*	19*	51*	16	27*	-8
COc1c2c(c(OC)c3ccccc13)[C@@]1(OC2)O[C@H](CCO)C[C@H](O)[C@H]1O	0	3	1	5	1	6	5	-5	0	-4
NC(=O)C1CCN(C(=O)C2CCC(=O)N(CC3CCCCC3)C2)CC1 (stereo unspecified)	5	0	-1	-1	5	6	-3	-4	-1	0
Cc1cc2cc(CCNS(C)(=O)=O)c(=O)[nH]c2cc1C	4	0	-4	5	5	0	-2	5	0	4
CC1=CC2=NC(=O)CC(C)(C(=O)N(CC(=O)NC3CCCC3)c3ccccc3F)N2C=C1 (stereo unspecified)	-4	-7	5	-1	-8	2	1	6	3	2
CCOCCCNC(=O)Cn1cnc2c(cnn2-c2ccc(OC)cc2)c1=O	-5	-11	-4	-2	6	5	-3	6	-2	2
CCC(=O)N(CCC1(c2ccccc2OC)CCOC(C(C)C)C1)Cc1ccco1 (stereo unspecified)	-1	-9	1	-8	-3	-8	-5	-4	4	-11
Cc1cccc(/C=N/NC(=O)Cc2cccs2)c1	-2	-8	2	-7	3	-1	1	0	-6	-3
C[C@]12c3[nH]c4ccccc4c3CCN1C(=O)C(CC(=O)NCCCn1ccnc1)C[C@@H]2C(=O)N1CCOCC1 (stereo partly specified)	2	7	7	-3	-2	-3	-2	-5	3	6
N#CCC(=O)Nc1sc2c(c1C(N)=O)CCCC2	-17	0	5	-4	1	0	35*	-2	-1	-4
CNC(=O)CC(=O)Nc1ccccc1C(=O)O	1	7	1	1	0	1	2	9	-1	4

Whole records, quoted from the list.
Shown for `COc1c2c(c(OC)c3ccccc13)[C@@]1(OC2)O[C@H](CCO)C[C@H](O)[C@H]1O` = ABHD4 inh: 0; TDP2 absorb: 3; MBD2 DNA inh: 1; HTRA1 inhibitor: 5; LEDGF integ inh: 1; SIAE inh: 6; rCAG RNA binder: 5; TCR-CD3 inh: -5; PRMT1 inh: 0; NPR2 activator: -4
Shown for `O=C(Cc1c(F)cccc1Cl)Nc1ccc(S(=O)(=O)NCC2CCCO2)cc1` (stereo unspecified) = ABHD4 inh: 5; TDP2 absorb: 7; MBD2 DNA inh: 0; HTRA1 inhibitor: -7; LEDGF integ inh: -1; SIAE inh: 7; rCAG RNA binder: -1; TCR-CD3 inh: 0; PRMT1 inh: -1; NPR2 activator: 2

New compounds follow:
SMILES	ABHD4 inh	TDP2 absorb	MBD2 DNA inh	HTRA1 inhibitor	LEDGF integ inh	SIAE inh	rCAG RNA binder	TCR-CD3 inh	PRMT1 inh	NPR2 activator
COCCn1nnnc1C(c1ccccc1)N1CCN(c2ccccc2)CC1 (stereo unspecified)	5	12	-6	0	-1	2	-3	0	2	1
N#CC(C(=O)Nc1ccc(Cl)cc1)=C1Nc2ccccc2N1	1	-3	-1	0	1	0	17	0	1	-15
CC(C)(C)C1CCC(C(=O)Nc2ccccc2N2CCOCC2)CC1 (stereo unspecified)	-1	5	2	1	-2	-1	-1	1	3	-1
CCOC(=O)C1(CCOC)CCN(C(=O)c2ccccc2-c2cccc(C)c2)CC1	0	-20	4	-5	1	-4	-4	2	-3	-10
Cc1ccc(C(=O)NCC(=O)OCC(=O)c2ccc3c(c2)OCCO3)cc1C	1	1	0	-4	2	-6	-3	-7	-2	0
Cc1cc(NC(=O)/C=C/c2cccc(Cl)c2)n(-c2nc3ccccc3[nH]2)n1	-5	-10	0	0	2	-2	8	-4	0	-3
Cc1nc(-c2ccc(S(=O)(=O)Nc3ccc(S(N)(=O)=O)cc3)cc2)co1	-1	6	3	0	0	-4	6	8	-2	0
O=C(c1csc2c1CCCC2)N1CCCCC1	1	-10	-8	2	-5	1	-3	4	-1	3
Clc1ccc(-c2nnc(CNC3CC3)o2)cc1	1	-1	1	-4	5	2	3	7	1	1
CCCn1nnc(NC(=O)COc2ccc(C3CCCCC3)cc2)n1	-12	9	-6	-32	0	-3	-9	7	-3	-4
CC(=O)c1ccc(N2CCN(C(=O)CCS(=O)(=O)c3ccc4c(c3)CCN4C(C)=O)CC2)cc1	-10	-9	7	4	4	4	2	-6	2	-1
O=C1C(=O)N(CNc2ccccn2)c2ccccc21	-2	6	-6	8	4	6	5	7	1	.
O=C(NCC1COc2ccccc2O1)C1CCCN(S(=O)(=O)c2cccc3cccnc23)C1 (stereo unspecified)	-5	-7	0	-2	2	3	3	-2	4	2
O=C(NCc1cccs1)C12CC3CC(CC(C3)C1)C2	-1	-2	-5	-2	0	-1	-5	4	-1	-2
O=C(CSCc1ccccc1)N/N=C/c1ccc(OCC(=O)N2CCCCC2)cc1	4	5	2	-1	-3	5	-1	-1	-1	-5
O=C1OC(Cc2ccccc2)(c2ccccc2)c2ccccc21 (stereo unspecified)	-12	-11	-3	-30	1	-3	2	-9	2	-4
Cc1ccc(OCCCC(=O)NNC(=O)c2ccncc2)cc1	-5	5	7	17	0	-3	-6	-1	3	-4
Cc1nn(CC(=O)c2ccc(Cl)s2)c(C)c1[N+](=O)[O-]	-20	16	0	-14	1	-5	9	0	-1	-4
O=C(CSc1nc2ccccc2n1Cc1ccccc1Cl)N/N=C\c1cccc(Oc2ccccc2)c1	-1	5	-1	.	0	-6	12	.	-4	11
CCCC(=O)c1ccc(OCc2cn(CC(=O)c3ccc(O)cc3)nn2)cc1	0	6	5	-2	4	-3	6	0	1	-5
CCOc1ccc(C(=O)NC(=S)Nc2ccc(NC(=O)CC)cc2)cc1[N+](=O)[O-]	2	2	4	-2	1	-2	5	1	0	-4
O=C(OCc1nc2ccccc2[nH]1)C12CC3CC(CC(C3)C1)C2	-8	4	2	-15	-4	-2	-3	-2	-1	-4
CCn1c(SCC(=O)NC)nnc1C(C)C	3	-8	3	2	0	4	-1	5	-3	7
CCOC(=O)c1sc2nc(C3CC3)cc(-c3ccc(F)cc3)c2c1N	3	7	2	-5	1	2	0	-7	1	-5
COc1ccc(NC(=O)N(C)C[C@H]2Oc3c(NS(=O)(=O)c4cccs4)cccc3C(=O)N([C@H](C)CO)C[C@@H]2C)cc1	2	1	1	-2	-4	0	18	-3	-1	7
CC(=O)C(C)Oc1ccc2c3c(c(=O)oc2c1)CCCCC3 (stereo unspecified)	10	1	-1	-9	-2	0	-5	-5	3	2
COCCCn1c(SCC(=O)Nc2nc3ccccc3s2)nnc1-c1ccoc1C	-8	1	-5	3	-4	-1	-6	9	-3	.
Cc1cccc(N(CC(=O)Nc2ccccc2F)S(C)(=O)=O)c1	3	7	-1	-5	1	1	0	-3	2	-5
COc1ccc2oc(C(=O)NCCN3CCOCC3)c(C)c2c1OC	-1	6	-1	0	0	2	-5	1	-1	-1
CCCNC(=O)c1onc(CSc2ccc(Cl)cc2)c1C(=O)NCC1CC1	13	-5	-1	-14	1	-12	-6	-4	0	-1
Cc1nc2ccccc2c(=O)n1NC(=O)Nc1ccccc1	4	-1	0	4	-2	0	1	4	1	0
CC(/C=N/n1c(-c2cccnc2)n[nH]c1=S)=C\c1ccco1	4	-2	-12	5	-2	5	5	5	1	1
CSc1ncnc2c1ncn2CCCNCc1ccccc1	-3	6	-5	5	-1	1	2	4	-2	-4
CCc1nnc(NC(=O)CSc2nnc(C)n2CC2CCCO2)s1 (stereo unspecified)	4	5	-3	-1	0	-3	-2	6	1	-1
CCOC(=O)Cn1c(=O)c(-c2ccccc2NCc2ccccc2)nc2ccccc21	4	-1	3	-4	1	8	-3	-6	1	-2
Cc1cc(N/N=C/c2ccc(Cl)cc2)nc(NCc2ccccc2)n1	11	3	3	-38	-3	7	5	2	-1	-3
O=C(COC(=O)c1ccc2c(c1)C(=O)N(Cc1ccncc1)C2=O)Nc1cccc2ccccc12	-3	-5	-6	2	1	-3	3	-4	-1	-1
Cc1ccc(CCNC(=O)C2CCCN(S(=O)(=O)c3cccs3)C2)cc1 (stereo unspecified)	6	-5	1	-4	2	-2	-4	0	0	3
O=C(O)c1ccccc1C(=O)Nc1ccc(-c2csc(-c3ccccc3)n2)cc1	6	-1	-8	3	5	-15	6	1	1	-3
CNc1cc(C)c(C#N)c2nc3ccccc3n12	3	-7	-3	0	-1	2	2	3	-2	-3
Cc1ccc(C(C)C)c(OCC(=O)OCc2c(C)noc2C)c1	-1	-1	-2	-8	-1	-5	-8	6	4	-7
COc1ccc(OC)c(Nc2nc(NCc3ccco3)nc(N)c2[N+](=O)[O-])c1	7	16	-2	.	-3	-7	12	-2	1	5
Cc1cc(C)c(C2=CSC3=NS(=O)(=O)CCN23)c(C)c1	-3	0	2	-7	2	4	-4	6	2	5
CCN1CCN(C(=O)c2ccc3c(c2)N(Cc2ccccc2)C(=O)c2ccccc2S3(=O)=O)CC1	-21	-13	3	-1	6	1	1	-3	4	-4
c1csc(Cc2nc3ccccc3[nH]2)c1	4	-15	-4	-6	-2	-7	-1	0	-1	-2
COc1cccc(NC(=O)CS(=O)(=O)Cc2nc(-c3ccc(C)cc3)oc2C)c1	0	4	0	-9	-1	-5	-1	1	2	4
CCOc1ccc(CN2CCN(C3CCC3)CC2CCO)cc1 (stereo unspecified)	-6	-7	-2	4	-2	0	-5	-5	1	2
CCN(C(=O)CSc1cc(C)c2ccccc2n1)c1c(N)n(Cc2ccccc2)c(=O)[nH]c1=O	5	-7	1	1	-4	1	1	4	1	1
c1ccc(CN2CCC3(CC2)Nc2ccccc2CO3)cc1	3	-3	-1	4	-3	1	4	1	-4	5
Cc1nc(-c2ccc(Cl)cc2)sc1C1(C)CC(c2c(Cl)cccc2Cl)=NO1 (stereo unspecified)	1	9	-2	-29	-1	-2	6	5	2	1
CC(=O)NC(Cc1ccccc1C)C(=O)NC1CCN(C(=O)c2ccc(C)cc2)CC1 (stereo unspecified)	3	11	5	7	-7	-3	-7	0	1	1
CC(C)OC(=O)c1ccc(NC(=O)c2ccccc2)cc1	-10	-4	6	-21	-1	0	-3	-10	-1	3
Cc1ccc(NC(=O)c2cc(S(=O)(=O)N3CCCCC3)ccc2N2CCOCC2)cc1	-2	1	0	-7	6	-4	3	6	-4	-5
O=C(O)COc1ccccc1/C=N/NC(=O)CN1CCN(Cc2ccc(Cl)cc2)CC1	-2	-2	2	-2	-3	4	4	-6	0	4
CC(C)NC(=O)c1cc2n(n1)C(C(F)(F)F)CC(c1ccco1)N2 (stereo unspecified)	1	-4	4	-1	2	-3	-4	-2	-5	-1
COc1ccc(CCNC(=O)C2CCN(C(=O)c3ccccc3)CC2)cc1	0	3	0	.	-4	4	-5	1	-3	-1

High-throughput results from PubChem BioAssay.
